# sEH inhibitor: soluble epoxide hydrolase inhibitors, primary screen, biochemical, human sEH. AID 707, 2007. recombinant human sEH enzymatic activity assay. actives 0.34% (n = 91,000). inhibition, % at 2 µM. Bifunctional epoxide hydrolase 2 (Homo sapiens), P34913; in the data active = inhibition above about 80%; also: values of inactives mirror those of a sister screen read the other way; many of its hits are not listed in these tables
# sEH activator: soluble epoxide hydrolase activators, primary screen, biochemical, human sEH; Bifunctional epoxide hydrolase 2 (Homo sapiens), P34913; purified human sEH enzymatic activity, activator screen; activation, % at 2 µM; actives 0.04% (n = 91,000); in the data active = activation above about 37%; also: values of inactives mirror those of a sister screen read the other way
# PostGolgi yeast: phenotypic screen on post-Golgi transport, primary screen; AID 739, 2007; post-Golgi transport phenotypic cell assay; inhibition, % at 10 µM; actives 0.9% (n = 98,000);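 also: yeast cells grown in 1536-well plates; yeast grown about 18 h at 30C before absorbance read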
# PostGolgi ctrl: growth inhibition of yeast control strain, primary screen, counter-screen for post-Golgi transport modulator project | efflux-deficient yeast background strain, growth absorbance A615, 16 h | AID 738, 2007 | inhibition, % at 10 µM | actives 5% (n = 98,000)
# PLAP activator: PLAP enzyme activators, biochemical, luminescence, HTS; actives 1.2% (n = 96,000); Alkaline phosphatase, placental type (Homo sapiens), P05187; purified PLAP enzyme, luminescent substrate read-out; hits give high values; activation fold at 20 µM; AID 696, 2007; in the data active = activation fold above about 2
# E coli WT exp: growth inhibitors of wild-type E. coli, primary screen, strain BW25113, expanded library, OD600; OD600 absorbance; growth inhibition, % at 100 µM; actives 0.15% (n = 98,000); AID 710, 2007;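 active = growth inhibition above about 50% at one test dose, limit read from the data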;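 also: growth measured after 20 h incubation at 37 °C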
# S1P2 agonist: S1P2 receptor agonists, primary screen, cell-based. Sphingosine 1-phosphate receptor 2 (Homo sapiens), O95136. S1P2-expressing cell line, agonist reporter read-out. activation, % at 4.5 µM. actives 0.46% (n = 97,000). AID 729, 2007; in the data active = activation above about 16%;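 also: 0% = vehicle low control and 100% = maximal reference agonist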
# Target sequence (O95136 whole entry, looked up): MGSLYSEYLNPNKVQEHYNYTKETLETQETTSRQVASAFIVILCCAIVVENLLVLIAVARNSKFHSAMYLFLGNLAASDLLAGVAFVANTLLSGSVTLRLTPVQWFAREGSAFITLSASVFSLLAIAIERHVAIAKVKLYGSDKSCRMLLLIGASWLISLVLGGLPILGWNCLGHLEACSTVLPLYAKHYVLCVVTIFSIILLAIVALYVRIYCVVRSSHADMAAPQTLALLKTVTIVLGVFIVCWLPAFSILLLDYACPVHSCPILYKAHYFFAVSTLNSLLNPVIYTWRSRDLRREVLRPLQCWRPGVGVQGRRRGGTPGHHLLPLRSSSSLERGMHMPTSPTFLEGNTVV
# Mac1 fbg inh: inhibitors of CD11b/CD18 adhesion to fibrinogen, primary screen, K562 cells, luminescence. Integrin beta-2 (Homo sapiens) + Integrin alpha-M (Homo sapiens), P05107+P11215. ATPlite luminescence; Mn2+ added to activate the integrin. inhibition, % at 10 µM. actives 0.54% (n = 93,000). AID 1497, 2009;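 active = primary inhibition of 50% or more at 10 µM, then 40% or more on retest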; also: some results filed as inactive read as strong as hits
# Target sequence (P05107 whole entry, looked up, other chains not shown): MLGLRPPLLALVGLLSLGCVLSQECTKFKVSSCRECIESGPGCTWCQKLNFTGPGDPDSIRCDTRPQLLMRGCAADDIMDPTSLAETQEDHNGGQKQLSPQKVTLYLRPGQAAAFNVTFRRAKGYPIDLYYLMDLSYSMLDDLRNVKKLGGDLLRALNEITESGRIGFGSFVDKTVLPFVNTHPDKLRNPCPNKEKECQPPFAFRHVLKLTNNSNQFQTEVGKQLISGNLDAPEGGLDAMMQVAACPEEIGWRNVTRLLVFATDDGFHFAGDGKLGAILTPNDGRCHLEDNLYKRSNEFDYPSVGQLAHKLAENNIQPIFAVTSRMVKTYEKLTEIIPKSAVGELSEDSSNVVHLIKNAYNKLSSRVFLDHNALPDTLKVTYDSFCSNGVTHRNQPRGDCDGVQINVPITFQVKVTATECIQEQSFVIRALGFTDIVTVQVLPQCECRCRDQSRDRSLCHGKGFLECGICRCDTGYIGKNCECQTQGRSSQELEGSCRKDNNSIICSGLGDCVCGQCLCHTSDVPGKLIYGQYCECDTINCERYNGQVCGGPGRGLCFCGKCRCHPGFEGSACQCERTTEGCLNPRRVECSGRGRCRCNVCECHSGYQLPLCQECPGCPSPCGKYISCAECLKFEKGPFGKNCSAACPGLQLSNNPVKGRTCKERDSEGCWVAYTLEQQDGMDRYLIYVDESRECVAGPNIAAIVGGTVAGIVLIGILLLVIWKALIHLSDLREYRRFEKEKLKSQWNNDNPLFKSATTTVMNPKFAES
# S1P2 blocker: human S1P2 receptor antagonists, primary screen, cell-based. Sphingosine 1-phosphate receptor 2 (Homo sapiens), O95136. actives 0.21% (n = 97,000). inhibition, % at 5 µM. cell-based S1P2 antagonist assay, inhibition at 5 uM; in the data active = inhibition above about 45%;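 also: CRE beta-lactamase reporter cells expressing human S1P2 stimulated with S1P; 0% = agonist at EC80 alone and 100% = agonist plus reference antagonist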
# Numbers without * were called inactive; . = no result given. Rule as the data show it, unless noted: active = inhibition above about 30%; inactive = the rest. Hits appear at their usual frequency; overall some 7.1% were active at least once.
SMILES,sEH inhibitor,sEH activator,PostGolgi yeast,PostGolgi ctrl,PLAP activator,E coli WT exp,S1P2 agonist,Mac1 fbg inh,S1P2 blocker
CCOc1cccc(C(=O)Nc2cnn(Cc3ccccc3)c2)c1,24,-25,7,-4,0.7,-2,-1,.,11
COc1ccc(CCNc2nnc(C)c(=O)[nH]2)cc1OC,-5,5,-1,1,1,-9,-4,-2,11
CC(=O)Nc1ccc2nc(N)sc2c1,1,-3,.,.,.,.,1,.,-9
COc1ccccc1CNC(=O)c1c(-c2ccccc2)nn(-c2ccccc2)c1C,1,2,4,18,0.8,-11,-4,-23,4
COc1cc(NCCCC(C)N)c2ncccc2c1 (stereo not drawn),-1,2,-2,7,.,10,-2,.,6
COc1ccc(N2C(=O)CC(Sc3ncn[nH]3)C2=O)c(OC)c1 (stereo not drawn),-4,2,4,15,1.6,5,-6,2,32
CCN(CC)C(=O)c1c[nH]c2ccc(S(=O)(=O)Nc3cc(C)cc(C)c3)cc2c1=O,.,.,0,0,.,3,-3,.,1
c1ccc(N2CCN(c3nc4cc5c(cc4s3)OCO5)CC2)cc1,1,-3,-1,0,1,-1,-4,28,2
N#Cc1ccc(NC(=O)CN2C(=O)NC(Cc3ccccc3)C2=O)cc1 (stereo not drawn),.,.,13,1,0.9,10,-6,4,13
COCCN1CCc2c(C)nc3c(-c4ccc(OC)c(OC)c4)cnn3c21,-4,3,-6,4,0.9,-3,4,-5,-17
O=C(Nc1ncc2c(n1)-c1ccccc1OC2)c1ccc(Cl)cc1,6,-8,0,22,0.9,-8,-5,.,6
O=C(Nc1ccc2oc(-c3ccc4ccccc4c3)nc2c1)c1cccs1,35,-33,-2,-7,1.4,-7,-10,12,8
CCOC(=O)Cn1c(=O)oc2cc(S(=O)(=O)NCCC(C)C)ccc21,11,-14,-11,9,1,6,-3,11,17
COc1ccccc1NC(=O)c1nnn(Cc2ccccc2)c1NC(C)=O,5,-4,2,-4,0.9,1,-6,-4,4
CSc1ccccc1NS(=O)(=O)c1ccc2c(c1)OCCO2,-20,24,5,19,0.8,4,-1,7,-12
COc1cccc(-c2nc(CS(=O)(=O)CC(=O)N3CCc4ccccc4C3)c(C)o2)c1,.,.,0,9,1.4,2,.,29,.
O=c1[nH]c2cc3c(cc2cc1CN(Cc1ccc2c(c1)OCO2)Cc1nnnn1CC1CCCO1)OCO3 (stereo not drawn),-5,4,-2,18,1,-2,-9,.,3
CCC(=O)Nc1nnc(-c2ccc(OC)cc2)o1,-10,14,11,11,0.9,5,-8,0,9
COCc1c(C(=O)OCC(=O)c2c(N)n(CC(C)C)c(=O)n(C)c2=O)oc2ccccc12,-12,12,20,9,1.7,-4,-12,29,16
COc1ccc(C2N(S(=O)(=O)c3ccc(C)cc3)CCN2S(=O)(=O)c2ccc(C)cc2)cc1,-9,8,4,14,1.4,-11,-3,-21,15
Cc1cc(C)nc(NS(=O)(=O)c2ccc(N/C=C3\CCCC3=O)cc2)n1,10,-5,.,.,.,.,-3,.,3
N#Cc1c(-c2ccccc2)c(-c2ccccc2)nn(CC(=O)NNC(=O)Nc2ccc(Cl)c(Cl)c2)c1=O,3,-1,-16,-1,1.5,-7,-4,-3,5
Cn1c(=O)[nH]c(=O)c2c1nc(CN1CCOCC1)n2CCCO,3,-3,-1,8,0.9,-3,-1,.,22
Cc1cccc(N=C2NC(=O)/C(=C3/C(=O)N(C)c4ccccc43)S2)c1C,6,-5,-1,18,1.7,-16,-8,15,12
Cc1ccc(NC(=O)C2CCCN2S(=O)(=O)c2cccc3cccnc23)cc1F (stereo not drawn),4,-5,4,21,1,-3,-10,19,14

# 2 records drawn at random from those above:
SMILES,sEH inhibitor,sEH activator,PostGolgi yeast,PostGolgi ctrl,PLAP activator,E coli WT exp,S1P2 agonist,Mac1 fbg inh,S1P2 blocker
O=C(Nc1ccc2oc(-c3ccc4ccccc4c3)nc2c1)c1cccs1,35,-33,-2,-7,1.4,-7,-10,12,8
COc1ccc(C2N(S(=O)(=O)c3ccc(C)cc3)CCN2S(=O)(=O)c2ccc(C)cc2)cc1,-9,8,4,14,1.4,-11,-3,-21,15

# Following part.
SMILES,sEH inhibitor,sEH activator,PostGolgi yeast,PostGolgi ctrl,PLAP activator,E coli WT exp,S1P2 agonist,Mac1 fbg inh,S1P2 blocker
CCOC(=O)C(NC(C)=O)(N1CCOCC1)C(F)(F)F (stereo not drawn),-3,3,5,0,0.9,6,-4,13,26
CCOc1ccc(CCNC(=O)CN2CCN(Cc3ccccc3F)C2=O)cc1OCC,8,-7,0,30,1.3,6,-6,-8,6
Cc1cc(C)n(-c2ncc(-c3ccccc3)nn2)n1,4,-5,0,14,0.8,11,-3,-2,0
CCOC(=O)c1cnn(-c2ccc(C)cc2)c1N,-5,3,14,-7,0.8,5,-2,-34,0
O=C(CSc1nccn1-c1ccc(Cl)cc1)Nc1ccc2c(c1)OCO2,9,-9,-17,6,0.9,-2,-5,0,3
O=S(=O)(c1ccccc1)N1CCn2c(nc3ccccc32)C1,-13,10,-5,3,1,-2,-2,-1,8
Cc1ccc(Sc2ccc(/C=N/O)cc2[N+](=O)[O-])cc1,-11,12,-3,31*,0.9,-8,4,-7,-20
CCc1ccccc1N1CSC2=C(C#N)C(c3ccccc3F)CC(=O)N2C1 (stereo not drawn),.,.,0,34*,1.3,2,-6,-15,15
c1ccc(N2CCN(c3ncccn3)CC2)cc1,-17,14,0,2,1.1,7,-4,-15,12
CC(=O)c1ccc(OCC(O)CN2CCN(c3ccccn3)CC2)cc1 (stereo not drawn),.,.,0,7,1.4,1,2,-4,-6
COc1cnc(SCc2c(Cl)cccc2Cl)nc1Cl,12,-10,17,34*,0.9,-8,1,.,-15
CC(=O)c1cccc(NC(=O)N2CCCC2C(=O)NC2CCCCC2)c1 (stereo not drawn),20,-19,-10,-3,1,2,-5,0,9
CCCc1nc2ccccc2c(=O)n1/N=C/c1ccc(O)cc1,.,.,-27,1,1,-1,-4,1,5
CCOC(=O)C1=C(C)NC(=S)N(C(C)=O)C1c1ccc(Cl)cc1 (stereo not drawn),4,-1,.,.,.,.,-8,.,9
COc1ccc(CCNS(=O)(=O)c2ccc(F)cc2)cc1OC,1,0,-1,17,0.9,10,0,-6,-20
COc1cc(OC)c(C(=O)Nc2cccc(C(C)=O)c2)cc1OC,-2,5,2,7,0.9,0,-7,-44,-14
COc1ccc(C(=O)Nc2cc(Cl)ccc2OC(=O)c2ccc(OC)cc2)cc1,7,-4,5,0,1,-8,-10,1,4
CCN(CC)C(=O)CSc1nc2ccccc2c(=O)n1-c1ccccc1OC,-10,8,-2,12,1.6,-3,4,0,-12
CC(=O)Nc1nc2nc(-c3ccccc3)cc(-c3ccccc3)n2n1,-3,7,-4,-4,1.1,0,-1,19,5
COc1ccccc1N(CC(=O)Nc1ccccc1C(=O)NCC(C)C)S(C)(=O)=O,13,-11,1,2,1.3,1,-3,10,-11
C=CCOC(=O)C(C#N)c1nc2ccccc2nc1N1CCN(Cc2ccc3c(c2)OCO3)CC1 (stereo not drawn),.,.,6,20,1.5,-11,.,-8,.
O=C(COc1ccc(Cl)cc1)OCC(=O)N1CCCC1,.,.,-1,5,0.9,9,.,-6,.
Cc1ccc(S(=O)(=O)NCCCCCC(=O)N(C)C)cc1,8,-6,-2,-7,1.1,7,-2,1,-11
CCNc1c2c(nc3ccccc13)CC(C)(C)CC2=O,-10,13,.,.,.,.,0,.,-2
Cc1nc2sc3c(c2c2nc(-c4ccco4)nn12)CCCC3,.,.,-3,5,0.9,-8,.,-40,.

# Some of these compounds in order of molecular weight, high to low.
SMILES,sEH inhibitor,sEH activator,PostGolgi yeast,PostGolgi ctrl,PLAP activator,E coli WT exp,S1P2 agonist,Mac1 fbg inh,S1P2 blocker
CCOc1ccc(CCNC(=O)CN2CCN(Cc3ccccc3F)C2=O)cc1OCC,8,-7,0,30,1.3,6,-6,-8,6
CC(=O)c1cccc(NC(=O)N2CCCC2C(=O)NC2CCCCC2)c1 (stereo not drawn),20,-19,-10,-3,1,2,-5,0,9
c1ccc(N2CCN(c3ncccn3)CC2)cc1,-17,14,0,2,1.1,7,-4,-15,12

# (further entries)
SMILES,sEH inhibitor,sEH activator,PostGolgi yeast,PostGolgi ctrl,PLAP activator,E coli WT exp,S1P2 agonist,Mac1 fbg inh,S1P2 blocker
CCn1nc(C(=O)OC(C(=O)c2c[nH]c3ccccc23)c2ccccc2)c2ccccc2c1=O (stereo not drawn),4,-4,-5,2,1.5,-3,5,13,-55
CCC(Oc1ccccc1)C(=O)Nc1ccc(-c2nnc(-c3ccco3)o2)cc1 (stereo not drawn),-5,3,-9,0,1.7,-8,-4,6,-8
COCCCNC(=O)CSC1=Nc2ccccc2C2=NC(Cc3c[nH]c4ccccc34)C(=O)N12 (stereo not drawn),4,-3,-1,0,1,3,3,-11,2
COc1ccc(/C(O)=C2\C(=O)C(=O)N(Cc3ccco3)C2c2ccc(OC)cc2OC)cc1 (stereo not drawn),4,-4,21,-4,1,-7,-8,-1,2
COC(=O)c1cc2ccc(OC)c(OC)c2c(=O)s1,-3,5,-5,-4,0.9,2,-4,-16,-13
COCCN1C(=O)C(=O)/C(=C(/O)c2cccc(OC)c2)C1c1ccco1 (stereo not drawn),-13,13,-4,32*,0.9,0,-4,.,-4
Cc1onc(-c2ccccc2)c1C(=O)Nc1ccc2c(C)cc(=O)oc2c1,.,.,7,2,0.9,6,.,-18,.
Cc1[nH]nc2c1C(Cc1ccccc1)C(C#N)=C(N)O2 (stereo not drawn),-4,4,-5,-4,1.8,-12,-6,-10,-16
CC1(C)CC(=O)c2cnc(NC(=O)CSc3nc4ccccc4o3)nc2C1,23,-19,.,.,.,.,-3,.,-11
COc1ccccc1-c1coc2c(CN3CCN(CCO)CC3)c(O)ccc2c1=O,-8,10,.,.,.,.,-5,.,-14
CN(C)S(=O)(=O)c1ccc(C(=O)OCC(=O)Nc2ccccc2OC(F)F)cc1,3,-2,-3,-3,0.9,2,-3,2,-18
CCN(CC)S(=O)(=O)c1ccc(C(=O)NCc2ccc(C)cc2)cc1,33,-32,-5,-8,0.9,4,-9,-8,3
COc1ccc(OC)c(/C=N/NC(=O)c2csc3ccccc23)c1,84*,-84,-4,23,0.9,-16,-2,.,3
Cc1cc(C(C)(C)C)oc1C(=O)N(CC(=O)NC1CCCC1)Cc1ccccc1Cl,12,-11,-6,31*,1.5,-15,-5,18,-27
O=C(CSc1nnnn1C1CCCC1)NCc1ccccc1,5,-3,14,-6,1.1,1,-3,.,15
O=C(N/N=C/c1ccc[nH]1)c1cccnc1,-2,5,-5,1,1,-3,-9,9,-6
Cc1ccc(S(=O)(=O)/N=C(\c2ccccc2)N(C)S(=O)(=O)c2ccc(C)cc2)cc1,-11,11,-8,15,0.9,-13,-7,1,5
Cc1ccc2[nH]c(=O)c(CN(CCCN(C)C)C(=O)Nc3ccc(Cl)cc3)cc2c1,-17,15,4,-2,1.6,-6,-3,1,-14
CCOc1ccc(C(=O)C(c2ccccc2)N2CCOCC2)cc1 (stereo not drawn),-6,3,-7,21,1.7,9,-6,-6,11
COC(=O)c1c(N)sc(C(=O)N2CCOCC2)c1C,-9,3,5,11,0.9,3,-7,-18,5
O=C(NCCCc1ccccc1)C1CCN(c2nnc(-n3cccc3)s2)CC1,72,-72,-3,39*,1.4,-6,-6,6,-5
COc1ccc(S(=O)(=O)N2CCN(C(=O)c3cccs3)CC2)cc1,-9,10,3,4,1.3,-1,-7,-12,1
COCCCNC(=O)c1ccc(C(=O)NCCCOC)cc1,8,-10,-4,-2,1.1,-1,-1,-5,17
O=C(O)Cc1ccc(NC(=O)C2CC=CCC2C(=O)O)cc1 (stereo not drawn),8,-8,-1,-3,1,6,-5,6,3
COc1cccc(C2C(C(N)=O)=C(C)Nc3nc(-c4cccc(Cl)c4)nn32)c1 (stereo not drawn),4,-5,2,1,1,0,-6,.,1
Cn1c(SCC(=O)Nc2ccc3cn[nH]c3c2)nnc1-c1cccs1,-5,8,0,-1,0.9,2,-6,-6,10
CCOc1ccc(Cc2nn[nH]n2)cc1,-2,3,2,21,1,-1,-3,-24,-16

# Screening results (PubChem)
